FBPA Giardia inh: Giardia lamblia aldolase inhibition | A8B2U2 | purified Giardia FBPA | Potency, µM (titrated, usually from 59.6 µM), for inactives: at the highest dose activity, negative = inhibition, actives largely listed as inhibitors | 290,000 compounds, 0.71% hits | AID 2451; note: potency is the fitted concentration of half-maximal effect; % is set by controls: 0 for no effect and ±100 for the full control effect; nearly all actives have a fitted effect of over 55% in size
Target sequence (A8B2U2 whole entry, looked up): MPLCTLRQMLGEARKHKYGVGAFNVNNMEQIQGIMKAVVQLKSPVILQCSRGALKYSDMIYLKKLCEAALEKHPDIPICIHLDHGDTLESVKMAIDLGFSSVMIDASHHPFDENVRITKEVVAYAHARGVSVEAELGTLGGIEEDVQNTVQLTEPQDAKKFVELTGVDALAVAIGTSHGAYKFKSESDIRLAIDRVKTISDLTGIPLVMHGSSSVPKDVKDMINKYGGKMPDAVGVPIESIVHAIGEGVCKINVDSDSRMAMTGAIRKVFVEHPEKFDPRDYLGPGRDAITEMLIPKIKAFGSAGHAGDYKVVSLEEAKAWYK
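40 nM FBPA preincubated 10 min at RT with compound (up to 57.5 uM final), then substrate plus GAPDH/TPI/NAD/arsenate coupling and diaphorase/resazurin added. Fluorescence read after 20 min at RT, 525/598 nm.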
Shiga toxin inh: blocks Shiga toxin action in Vero cells; Vero cells, Shiga toxin protein synthesis inhibition reporter; inhibition, % at 38.7 µM; 290,000 compounds, 9.2% hits; AID 2315; in the data active = inhibition mostly above about 28%, no sharp cut-off; inactive = mostly below about 43%; note: 0% is about no effect
Pf growth 96h: P. falciparum growth inhibition at 96 hour, primary screen for plastid delayed-death inhibitors; P. falciparum luciferase reporter growth, 96 h; Potency, µM (top dose mostly 28.7 µM), without a hit: at the top dose activity change, negative = inhibition, usual class: inhibitors; 320,000 compounds, 6.9% hits; note: potency is the fitted concentration of half-maximal effect; % is set by controls: 0 for no effect and ±100 for the full control effect
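Luminescence readout: decreased luciferase signal marks inhibited growth of reporter-expressing P. falciparum in infected red cells (2% hematocrit, 0.05% parasitemia final), exposed to compound two generations (96 h, 37 C, 5% CO2).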
Pf growth 48h: P. falciparum growth inhibition at 48 hours (one generation); P. falciparum luciferase growth in erythrocytes, 48 h; Potency, µM (series often up to 28.7 µM), for the others: at the highest dose activity change, negative = inhibition, usual class: inhibitors; 310,000 compounds, 5.9% hits; note: potency is the fitted concentration of half-maximal effect; % is set by controls: 0 for no effect and ±100 for the full control effect
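Luciferase-expressing P. falciparum in infected erythrocytes (2% hematocrit, 0.1% parasitemia final) in RPMI 1640/0.5% Albumax were exposed to compound for 48 hours at 37 C, 5% CO2; growth read as luminescence.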
Cycloheximide cs: counter-screen for Shiga toxin inhibitors: cycloheximide protein synthesis inhibition | AID 2314 | cell reporter, cycloheximide protein synthesis inhibition counterscreen | max response, % | 300,000 compounds, 12% hits; in the data active = max response mostly above about 13%, no sharp cut-off; inactive = mostly below about 14%; note: read at 38.3 µM for the half of the compounds with a filed dose; 0% is about no effect
Sm TGR block: blocks Schistosoma mansoni thioredoxin glutathione reductase. Q962Y6. purified TGR, DTNB reduction, TNB absorbance 405 nm. Potency, µM (titrated, usually from 114 µM), for the others: at the highest dose activity change, negative = inhibition, most hits filed as inhibitors. 360,000 compounds, 3% hits. AID 485364; note: potency is the fitted concentration of half-maximal effect; % is set by controls: 0 for no effect and ±100 for the full control effect; nearly all actives have a fitted effect of over 60% in size
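Kinetic colorimetric format: TGR-catalysed, NADPH-driven DTNB reduction monitored via TNB absorbance. Enzyme dispensed at 20 nM; compound exposure 15 min at room temperature before reaction start.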
Numbers without * were called inactive; ? = inconclusive; nt = not tested or not shown; [ ] = remark or other dose. Unless noted, calls come from the whole dose curve; as a rule, active = well fitted curve in the direction sought with a large enough effect; inconclusive = small, poorly fitted or top-dose-only effect, or another doubt; inactive = no such curve, though single readings can be large; an effect the other way counts as inactive or inconclusive. Random draw from the library (roughly 24% active in at least one column).

SMILES	FBPA Giardia inh	Shiga toxin inh	Pf growth 96h	Pf growth 48h	Cycloheximide cs	Sm TGR block
O=C(NC1CCN(C(=O)c2cccc([N+](=O)[O-])c2)CC1)c1ccccc1	-10%	-2	33%[activator]	20%	-2	-8%
COc1ccc(CN2CCOCC2)c(C)c1C	-11%	-8	0%	8%	-2	0%
O=C(C[n+]1ccccc1)N/N=C/c1ccccc1C(F)(F)F	-9%	-8	?	4%	-3	9%
OCCNCCOCCOc1ccccc1-c1ccccc1	-19%	-12	8%	-17%	-3	-8%
C=CCn1c(=O)c2c(nc3n2CCCN3CCc2ccccc2)n(C)c1=O	5%	-4	?	-11%	0	-3%
CC(C)C[C@H](NC(=O)[C@@H](Cc1ccccc1)n1c(=O)[nH]c2ccccc2c1=O)C(=O)N[C@@H](Cc1ccccc1)C(=O)O	9%	-6	?	?	-2	8%
CCOc1ccc(S(=O)(=O)N2CCN(C(=O)c3ccncc3)CC2)cc1	nt	-6	9%	-2%	-2	0%
O=[N+]([O-])c1ccc(Cc2nnc(-c3ccc(F)cc3)o2)cc1	-1%	75*	29%	114%[activator]	33*	5%
Cc1c(N=Nc2c(O)n(C)c(=O)n(C)c2=O)c(=O)n(-c2ccccc2)n1C	2%	-11	29%	19%	5	0%
Cc1ccc(-c2nn(C(C)(C)C)c3ncnc(NS(=O)(=O)c4ccc([N+](=O)[O-])cc4)c23)cc1	-7%	-4	?	?	8	1%
CCCCn1c(N)c(N(CC(C)C)C(=O)c2ccc(Cl)c(S(=O)(=O)N3CCCC3)c2)c(=O)[nH]c1=O	nt	nt	?	?	nt	2%
O=C(N/N=C/c1cc(Cl)cc([N+](=O)[O-])c1O)NC12CC3CC(CC(C3)C1)C2	-7%	-7	8%	-21%	-2	-24%
CCc1cc2c(cc3c(=O)n(CC(=O)NCCCN(CC)CC)nc(CC)n32)s1	-6%	20	nt	-2%	-2	5%
COC(=O)c1c(C)[nH]c(C(=O)OCC(=O)N2c3ccccc3NC(=O)C2(C)C)c1C	11%	14	-44%	-27%	-2	-14%
CCOc1ccccc1N(CC(=O)N1CCOCC1)S(=O)(=O)c1ccc(SC)cc1	8%	-9	12%	-14%	0	-2%
O=C(NCC1CCCO1)C(=O)N/N=C/c1ccccc1C(=O)O (stereo unspecified)	-1%	5	10µM*	18%	-2	-15%[57.1 µM]
CCCCC(O)(CCCC)C(=O)NN(C(=O)OC)c1ccccc1	8%	11	13%	2%	-4	-1%
COc1cc(NC(=O)C2CC2)c(OC)cc1NC(=O)c1ccco1	nt	-3	?	-5%	-4	8%
COc1ccc(Cc2nnc(NC(=O)Cc3cccs3)s2)cc1	7%	4	?	73%[activator]	13	-12%
Cc1ccc(OCCCOc2cccc3cccnc23)cc1C	-4%	24	-38%	?	17*	9%
COc1ccc(C(=O)Oc2ccc(Br)cc2C(=S)N2CCOCC2)cc1	7%	-12	41%[activator]	?	-5	7%
O=C(Nc1cccc(Cl)c1Cl)Nn1cnnc1	-5%	-9	207%[activator]	0%	1	0%
Nc1nc(NCCCN2CCOCC2)nc(Nc2cccc(Cl)c2)c1[N+](=O)[O-]	0%	21	?	5.9µM*	-3	7%
CN1CCN(C(=O)c2ccc(S(=O)(=O)Nc3ccccc3)cc2)CC1	nt	nt	2%	-14%	nt	5%
COCCn1c(SC(C)C(=O)NC2CC2)nnc1-c1cccc(C)c1 (stereo unspecified)	nt	nt	4%	?	nt	?

Arranged by SMILES length (lowest first): 4 of the compounds above.
SMILES	FBPA Giardia inh	Shiga toxin inh	Pf growth 96h	Pf growth 48h	Cycloheximide cs	Sm TGR block
COc1ccc(CN2CCOCC2)c(C)c1C	-11%	-8	0%	8%	-2	0%
CCCCC(O)(CCCC)C(=O)NN(C(=O)OC)c1ccccc1	8%	11	13%	2%	-4	-1%
O=[N+]([O-])c1ccc(Cc2nnc(-c3ccc(F)cc3)o2)cc1	-1%	75*	29%	114%[activator]	33*	5%
CCCCn1c(N)c(N(CC(C)C)C(=O)c2ccc(Cl)c(S(=O)(=O)N3CCCC3)c2)c(=O)[nH]c1=O	nt	nt	?	?	nt	2%

Other results follow.
SMILES	FBPA Giardia inh	Shiga toxin inh	Pf growth 96h	Pf growth 48h	Cycloheximide cs	Sm TGR block
O=C(Nc1ccc2c(c1)OCO2)c1ccc(CO)cc1	nt	nt	nt	356%[activator]	nt	-7%
CC[C@H](C)[C@H](NC(=O)[C@H](CO)NC(=O)[C@H](CC(C)C)NC(=O)[C@H](CO)NC(=O)[C@@H]1CCCN1C(=O)[C@H](CC(N)=O)NC(=O)[C@@H](N)CC(=O)O)C(=O)N[C@@H](CC(=O)O)C(=O)N[C@@H](CC(C)C)C(=O)N[C@H](C(=O)N[C@@H](Cc1ccccc1)C(=O)N[C@@H](Cc1cnc[nH]1)C(=O)N[C@@H](CC(C)C)C(=O)N[C@@H](CC(C)C)C(=O)N[C@@H](CCCNC(=N)N)C(=O)N[C@H](C(=O)N[C@@H](CC(C)C)C(=O)N[C@@H](CC(C)C)C(=O)N[C@@H](CCC(=O)O)C(=O)N[C@@H](CC(C)C)C(=O)N[C@@H](C)C(=O)N[C@@H](CCCNC(=N)N)C(=O)N[C@H](C(=O)N[C@@H](CCC(N)=O)C(=O)N[C@@H](CO)C(=O)N[C@@H](CCC(N)=O)C(=O)N[C@@H](CCCNC(=N)N)C(=O)N[C@@H](CCC(=O)O)C(=O)N[C@@H](CCCNC(=N)N)C(=O)N[C@@H](C)C(=O)N[C@@H](CCC(=O)O)C(=O)N[C@@H](CCC(N)=O)C(=O)N[C@@H](CC(N)=O)C(=O)N[C@@H](CCCNC(=N)N)C(=O)N[C@H](C(=O)N[C@H](C(=O)N[C@@H](Cc1ccccc1)C(=O)N[C@@H](CC(=O)O)C(=O)N[C@@H](CO)C(=O)N[C@H](C(N)=O)C(C)C)[C@@H](C)CC)[C@@H](C)CC)[C@@H](C)O)[C@@H](C)O)[C@@H](C)O	5%	17*	nt	nt	-7	nt
Cc1ccc(C)c(S(=O)(=O)N2CCN(C(=O)Cn3c(C(F)(F)F)nc4ccccc43)CC2)c1	3%	-3	nt	?	-3	0%
COC(=O)c1ccc(OC(=O)/C=C/c2ccco2)cc1	4%	36*	19%	13%	26*	-21%
O=C(Nc1cc(C(F)(F)F)ccc1N1CCOCC1)c1ccc(Br)o1	-2%	3	0%	-21%	-3	4%
CC(C)(C)c1ccc(C2(C)NC(=O)N(CC(=O)Nc3ccc4c(c3)OCO4)C2=O)cc1 (stereo unspecified)	-1%	-15	?	nt	-2	-20%
O=C1N(C2CCCC2)C[C@@H]2C[C@@H](c3cn[nH]c3-c3ccc(Cl)cc3)N3CCC[C@@]123	1%	-19	?	?	14	14%
CC1(C)NC(=O)N(CC(=O)Nc2nc(-c3ccc(F)cc3)cs2)C1=O	-11%	38	nt	20%	15	8%
CC(=O)c1ccc(NC(=S)Nc2ccn(Cc3ccc(Br)cc3)n2)cc1	0%	-8	?	-19%	1	-4%
COc1cc(Cn2c(N)c(C(=O)NCc3ccco3)c3nc4ccccc4nc32)cc(OC)c1OC	?	0	1.7µM*	nt	0	7.1µM*
O=C(Nc1ccc(F)cc1Cl)c1ccc2c(=O)n3c(nc2c1)CCCCC3	3%	17	3.7µM*	10%	13	3%
COCCOC(=O)c1c(N)n(Cc2ccccc2)c2nc3ccccc3nc12	?	-16	nt	?	-4	1%
COc1cccc(NC(=O)CN(C)C(=O)c2ccc(-c3cccc(C(F)(F)F)c3)o2)c1	nt	nt	0.26µM*	0.33µM*	nt	10%
Cc1cc(C)c(S(=O)(=O)Nc2ccc(N3CCOCC3)cc2)c(C)c1	-9%	-2	-1%	-8%	-1	6%
CCOC(=O)c1c(N)sc(C(=O)N2CCCCC2)c1C	4%	12	?	19%	2	-14%
CCC(=O)Nc1ccccc1C(=O)OC(c1ccccc1)c1ccccc1	6%	3	?	?	1	6%
COc1ccccc1/C=N/n1cnnc1	-2%	17	nt	36%[activator]	-7	20%
O=C1NC2(CCCCO2)CO1 (stereo unspecified)	-1%	-3	53%[activator]	35%[activator]	-1	-16%
CN(C)C(=O)CSc1nc2ccccc2n1Cc1ccccc1	7%	4	?	1%	12	-3%
CCn1c(SCC(=O)Nc2cc(C)ccc2C)nc2c(c1=O)SC(C)C2 (stereo unspecified)	6%	-9	?	?	-2	3%
CCN(CC)C(=O)c1ccc(NC(=O)c2cccc(C(F)(F)F)c2)cc1	0%	15	?	?	3	-7%
CCCCn1c(=S)[nH]c2ccc(N3CCOCC3)cc2c1=O	-16%	-3	8.3µM*	?	17	-3%
COc1cccc(NC(=O)c2ccccc2-c2nc(-c3ccccc3)no2)c1	-6%	28	5%	-13%	19*	-2%
CCOc1ccc2nc(Cl)c(/C=C/C(=O)c3ccco3)cc2c1	-15%	26	nt	-3%	16	?
Cc1ccc(S(=O)(=O)NCCC(=O)N2CCC(C(N)=O)CC2)cc1C	nt	nt	-6%	-15%	nt	0%

Further compounds:
SMILES	FBPA Giardia inh	Shiga toxin inh	Pf growth 96h	Pf growth 48h	Cycloheximide cs	Sm TGR block
COc1ccc(Cl)cc1Nc1nc(-c2sc(NC(=O)c3ccccc3)nc2C)cs1	-5%	30	2.9µM*	1.9µM*	7	5%
COc1ccc(C2/C(=C(/O)c3ccc4c(c3)CC(C)O4)C(=O)C(=O)N2CCCN2CCOCC2)cc1 (stereo unspecified)	-19%	-1	32%[activator]	13%	19*	?
COc1cc(C)ccc1OCC(=O)Nc1ccc2c(c1)OCO2	nt	nt	105%[activator]	154%[activator]	nt	-6%
CCOC(=S)SCc1cn2cccc(C)c2n1	?	5	14%	15%	24*	0%
CC(C)c1ccc(/C=C2\CC/C(=C\C=N\N(C)C)C2=O)cc1	1%	125*	?	nt	55*	-14%
CCOc1ccc(OCC)c(NC(=O)CC2Oc3ccc(C)cc3NC2=O)c1 (stereo unspecified)	-14%	-11	10µM*	nt	-5	-11%
O=c1ccn(CCOc2ccc(Cl)cc2)c(=O)[nH]1	-7%	-10	-13%	-29%	5	-10%
CCCCOc1ccc(/C=C/C(=O)OCC(=O)NC(=O)NCC(C)C)cc1OCC	7%	-11	19%	0%	8	1%
COc1ccccc1CN1CC(C(=O)NCc2cc(F)ccc2C)CCC1=O (stereo unspecified)	2%	40*	?	?	32*	2%
CN1C(=S)SC(/[N+]([O-])=C\c2ccc(Cl)cc2)C1(C)C (stereo unspecified)	0%	-17	32%[activator]	6%	-8	2%
O=C(c1ccccc1)c1ccc2nc(-c3ccco3)c(-c3ccco3)nc2c1	?	56*	7%	-4%	36*	nt
Fc1cccc(C2NCCc3[nH]cnc32)c1 (stereo unspecified)	0%	-4	-17%	-6%	0	-1%
O=C(COc1ccc2ccccc2c1)Nc1ccc(Br)cc1C(=O)O	-20%	-4	?	3%	2	-28%
CN(CC(=O)Nc1ccc(F)cc1)C(=O)COC(=O)c1ccc(-c2ccccc2)cc1	nt	nt	88%[activator]	48%[activator]	nt	2%
CC1CN(c2nc3c(c(=O)n(Cc4ccc(Cl)cc4)c(=O)n3C)n2C)CC(C)O1 (stereo unspecified)	1%	-4	2.3µM*	5.9µM*	-1	-28%
O=C(NCCO)N1c2ccccc2Sc2ccccc21	0%	-3	-12%	-11%	-1	6%
CCN(C(=O)COC(=O)c1cc([N+](=O)[O-])ccc1N1CCOCC1)C1CCS(=O)(=O)C1 (stereo unspecified)	nt	nt	4%	8%	nt	3%
COc1cc(CN2CCc3ccccc3C2)cc([N+](=O)[O-])c1O	?	-11	-28%	0%	-2	4%
Cc1nn(Cc2ccc(Cl)cc2)c(C)c1NC(=O)c1cc(C(C)C)on1	-4%	-10	8%	-14%	1	-6%
CCCCC(=O)Nc1sc2c(c1-c1nc3ccccc3s1)CCN(C(C)=O)C2	-15%	-2	?	?	-2	-25%
CCN=C1SC(C(=O)NCCc2ccccc2)CC(=O)N1CC (stereo unspecified)	6%	2	2%	-12%	4	-3%
